Xi reactivation = activators of inactive X chromosome reactivation, primary screen, imaging, XiGFP fibroblasts, GFP high-content imaging, set 2 | XiGFP mouse fibroblasts, % GFP-positive cells imaging, 3 d; cells co-treated with 5-aza-dC sensitizer; scaled so ellipticine positive control = 100% | activation, % at 7.58 µM | hit rate 0.055% among 360,000;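 active means mean normalized replicate activation at least 10% and every replicate at or above 10%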;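 further: 0% = median of on-plate neutral control wells and 100% = ellipticine 6 µM median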
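Material: SV40-immortalized XiGFP fibroblast cells, line 68-5-11 | Buffer or medium: DMEM containing 5-aza-dC | Dosing: One concentration, pinned | Times: 3 d treatment, 15 min room-temperature fixation | Controls: Ellipticine 6 µM positive control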
F508del corr = F508del CFTR correction, initial screen, CFBE line, single point; CFBE cells, YFP halide quenching; stimulated with forskolin plus potentiator P3; % fluorescence drop versus neutral controls; activity (quench increase), % at 7.58 µM; hit rate 0.36% among 350,000;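 active means mean added fluorescence quench of at least 8% versus neutral control, with both replicates also reaching 8%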;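 further: cells transiently co-express mutant CFTR-F508del with the halide-sensitive YFP; corrector assay measuring rescue of mutant channel to the surface after 24 h compound exposure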
ARNT TACC3 PPI = disruptors of ARNT/TACC3 protein interaction, primary screen, biochemical, AlphaScreen, single concentration; AID 623870, 2012; inhibition, % at 9.99 µM; AlphaScreen His-ARNT PAS-B/GST-TACC3 binding, luminescence; TACC3 fragment carries E629A point mutation; Transforming acidic coiled-coil-containing protein 3 (Homo sapiens), Q9Y6A5; hit rate 0.66% among 390,000;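 active means mean inhibition of replicates at least 50% and at least half of replicates each reaching 50%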;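 further: 0% = complete ARNT plus TACC3 wells and 100% = ARNT alone without TACC3; many hits fall short of the cut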
RAD52 anneal inh = RAD52 DNA annealing inhibitors, primary screen, biochemical, FRET, single point, set 2; DNA repair protein RAD52 homolog (Homo sapiens), P43351; recombinant RAD52 DNA annealing, FRET fluorescence; inhibition, % at 18.7 µM; hit rate 0.46% among 360,000; AID 651710, 2012;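 active means every replicate showing at least 50% inhibition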
esBAF inh = Bmi1 luciferase reporter increase in mESCs, primary screen, esBAF inhibitor project, mouse ES cells, Bmi1 luciferase knock-in, single point | 24 h; 100% = twice the neutral-well signal | reporter increase, % at 12.5 µM | hit rate 2% among 350,000 | AID 602393, 2012; in the data active means activation above about 40%;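 further: 0% = median of the plate's neutral control wells and 100% = double that signal; a rise in the Bmi1 reporter signal indicates esBAF inhibition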
ERAP1 HTS inh = human ERAP1 aminopeptidase inhibitors, primary screen, biochemical, single point, plate reader. hit rate 0.15% among 340,000. recombinant ERAP1, Leu-AMC fluorescence, 60 min. Endoplasmic reticulum aminopeptidase 1 (Homo sapiens), Q9NZ08. inhibition, % at 10.7 µM;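 active means mean replicate inhibition of at least 30%, or all replicates individually reaching that 30% level; inactive means mean below 30% and not every replicate reaching it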;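 further: 0% = neutral control wells and 100% = L-leucinethiol positive control wells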
INS-1E GSIS act = GLuc luminescence reporter in INS-1E cells, primary screen for activators of glucose-dependent secretion of insulin; INS-1E GLuc reporter insulin secretion, 2-3 h; activation, % at 16.6 µM; hit rate 0.61% among 370,000; AID 743287, 2014;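 active means lowest replicate activation of at least 40%, so every replicate reaches that level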;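 further: 0% = median of neutral control wells and 100% = median of IBMX positive control wells; some compounds called inactive have numbers as strong as hits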
RAD54 branch = inhibitors of human RAD54 branch migration, primary screen, biochemical, fluorescence, single point; RAD54 Holliday junction branch migration, FAM/BHQ fluorescence; DNA repair and recombination protein RAD54-like (Homo sapiens), Q92698; inhibition, % at 10.4 µM; hit rate 0.14% among 360,000;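 active means mean normalized replicate activity at least 40 and at least half of replicates scoring 40 or more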;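 further: 0% = median of neutral control wells and 100% = median of positive control wells; inhibitors cause a drop in the FAM fluorescence signal; in these data hits start at about 50%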
Target sequence (Q92698 whole entry, looked up): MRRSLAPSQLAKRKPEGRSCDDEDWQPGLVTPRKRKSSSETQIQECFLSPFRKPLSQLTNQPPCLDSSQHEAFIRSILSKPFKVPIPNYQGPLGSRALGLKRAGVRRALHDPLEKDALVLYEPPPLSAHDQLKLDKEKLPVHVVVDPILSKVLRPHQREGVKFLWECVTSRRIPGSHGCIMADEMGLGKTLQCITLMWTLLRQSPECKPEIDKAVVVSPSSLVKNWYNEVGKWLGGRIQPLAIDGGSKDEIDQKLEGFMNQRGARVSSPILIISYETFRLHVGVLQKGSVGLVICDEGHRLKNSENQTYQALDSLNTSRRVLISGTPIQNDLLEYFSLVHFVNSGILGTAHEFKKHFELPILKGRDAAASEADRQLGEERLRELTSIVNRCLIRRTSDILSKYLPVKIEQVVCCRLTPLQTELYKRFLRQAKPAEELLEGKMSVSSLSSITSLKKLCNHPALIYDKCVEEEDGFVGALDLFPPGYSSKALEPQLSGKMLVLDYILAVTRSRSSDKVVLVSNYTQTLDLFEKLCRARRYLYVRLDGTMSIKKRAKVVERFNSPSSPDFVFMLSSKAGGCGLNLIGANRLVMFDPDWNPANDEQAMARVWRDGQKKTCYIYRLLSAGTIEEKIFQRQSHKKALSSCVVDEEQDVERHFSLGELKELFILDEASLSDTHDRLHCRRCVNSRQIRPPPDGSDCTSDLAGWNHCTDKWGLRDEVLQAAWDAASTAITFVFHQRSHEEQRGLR
Numbers without * were called inactive; . = no result given; & = joins results of further samples.

SMILES	Xi reactivation	F508del corr	ARNT TACC3 PPI	RAD52 anneal inh	esBAF inh	ERAP1 HTS inh	INS-1E GSIS act	RAD54 branch
CCOc1ccc(S(=O)(=O)N2CCC(C(=O)NCc3ccccn3)CC2)cc1C	0.4	0.6	-12	-10	-5	1	-1	-4
O=C(O)Cn1c(-c2ccccn2)nc2ccccc21	0.2	-1.9	4	-18	10	5	-2	-7
O=c1[nH]c(Cc2ccccc2)nc2c1oc1ccccc12	.	.	-5	.	0	.	-1	-8
CCN(CC)CCNC(=O)c1cc2c(s1)-c1ccccc1SC2	0.1	1.5	2	15	3	6	7	16
COc1ccc(CN(C)C[C@@H]2Oc3ccc(NC(=O)C4CCCCC4)cc3C(=O)N([C@@H](C)CO)C[C@@H]2C)cc1	0.0	-3.4	-2	-2	2	.	2	3
COc1cc(CCCN2CCNC[C@@H]2C(C)O)cc(OC)c1OC (some centres undefined)	0.1	-3.3	-8	4	-2	-4	.	-4
Nc1ccccc1S(N)(=O)=O	0.1	1.2	3	-9	-1	2	.	-14
COCCCNC(=O)CCn1c(=O)c2ccccc2n(Cc2cccc([N+](=O)[O-])c2)c1=O	0.3	-1.9	-1	-11	-1	.	-7	-4
CC(=O)c1ccc(N2CCN(C(=O)c3cccc(Oc4ccccc4)c3)CC2)cc1	0.0	-0.6	-26	-20	.	-2	-19	.
CO[C@@H]1CN(C)C(=O)c2ccc(NC(=O)Nc3ccc(C(F)(F)F)cc3)cc2OC[C@H](C)NC[C@@H]1C	-0.5	0.6	2	24	-5	-3	-10	-6
Cc1cccc(NC(=O)CCN2CC(C)CC(C)C2)c1 (centres undefined)	-0.2	.	-14	-11	-3	-2	.	-1
C[C@@H]1CCCCO[C@H](CN(C)S(C)(=O)=O)[C@H](C)CN([C@@H](C)CO)C(=O)c2cc(NC(=O)Cc3ccccc3)ccc2O1	-0.3	-0.6	.	.	-2	.	2	.
C[C@H](CO)N1C[C@H](C)[C@H](CN(C)C)Oc2ccc(N(C)C)cc2C1=O	-0.8	-0.9	-3	-3	3	-4	2	1
CN1C(=O)c2cc(NC(=O)Cc3cccs3)ccc2OC[C@H]2O[C@H](CC(=O)N[C@@H]3CCN(Cc4ccccc4)C3)CC[C@@H]21	0.0	.	-6	16	-1	0	-5	1
CNC(=O)Cn1nc(C)c(S(=O)(=O)N2CCOCC2)c1C	-0.1	-1.3	.	-12	3	0	3	-4
CC(=O)N(C)C[C@H]1Oc2ncc(-c3ccccc3F)cc2C(=O)N([C@@H](C)CO)C[C@H]1C	-1.2	-2.7	-2	-2	-2	1	38	-5
C[C@@H]1CN([C@@H](C)CO)C(=O)c2cc(C#CC3CCCC3)cnc2O[C@@H]1CN(C)C(=O)Cc1ccccn1	-0.1	0.7	3	0	4	0	-2	3
O=C(NC1CCN(S(=O)(=O)c2ccc(Cl)cc2)CC1)c1cccnc1	0.3	1.5	17	-2	2	0	13	-8
O=C(O)c1ccc(N/N=C/c2cn(Cc3ccccc3F)c3ccccc23)cc1	0.0	-5.8	0	-4	54*	-6	-2	2
CS(=O)(=O)c1ccc(C(=O)N2CC(=O)Nc3ccccc32)cc1	0.2	3.6	-19	-8	-2	4	-1	4
O=C(Cc1coc2cc3c(cc12)CCC3)OCC(=O)N1CCCC1=O	-0.1	0.4	-2	-9	.	2	-6	.
O=C(CCN=C1NS(=O)(=O)c2ccccc21)Nc1ccc(Cl)cc1F	0.0	-1.5	.	-9	3	-4	16	.
CCCCc1c(O)nc(SCC(=O)c2ccccc2)n(-c2ccccc2OC)c1=O	0.0	0.1	27	-14	.	.	-10	9
C[C@H](CO)N1C[C@H](C)[C@H](CN(C)Cc2ccc(C(=O)O)cc2)Oc2ccc(NC(=O)CCCN(C)C)cc2C1=O	-0.1	1.6	-12	-15	0	1	-5	-4
COC(=O)[C@@H]1Cc2c([nH]c3ccccc23)C2CCC(=O)N21 (some centres undefined)	0.1	-2.5	6	-25	-9	4	0	-8
C[C@@H]1CCCCO[C@H](CN(C)C(=O)Nc2ccc(F)cc2)[C@H](C)CN([C@H](C)CO)C(=O)c2cc(NC(=O)c3ccncc3)ccc2O1	-0.1	-1.9	-10	-1	-1	-2	6	5
C=CCN1C(=O)C(=O)N(CC(=O)NCC(=O)Nc2ccc(F)c(F)c2F)C1=O	0.9	1.4	-2	-10	-1	-7	0	8
COc1cccc(CN2CCNC(=O)C2CC(=O)NCc2cn3ccccc3n2)c1OC (centres undefined)	-0.2	2.4	8	1	.	-1	-2	.
CC=Cc1ccc2n(c1=O)C[C@@H]1[C@@H](CO)[C@H](C(=O)N(C)C)[C@H]2N1Cc1cc(F)ccc1F (mixture of isomers)	-0.1	.	17	6	4	-3	-9	9
Cc1ccc(NC(=O)COc2ncnc3cc([N+](=O)[O-])ccc23)cc1S(=O)(=O)N1CCOCC1	.	-3.3	-1	-29	.	.	-31	2
CC(C)Cn1c(N)c(C(=O)COC(=O)c2ccc([N+](=O)[O-])o2)c(=O)n(C)c1=O	0.0	-1.9	21	-5	.	1	-17	.
O=C(NC1CCCC1)c1cc2ccccc2o1	0.0	-0.8	-4	-4	.	6	25	-4
Cc1ccc(S(=O)(=O)c2nc(Nc3ccccc3N3CCOCC3)sc2Cl)cc1	.	.	-2	.	-27	.	-12	-6
CC(=O)Nc1ccc(S(=O)(=O)NCCC(=O)OCc2csc(CC(=O)Nc3ccccc3C)n2)cc1	-0.1	-0.7	5	-76	.	2	-4	.
COc1ccc(S(=O)(=O)N(C)C[C@H]2Oc3ccc(NS(=O)(=O)c4ccccc4)cc3CC(=O)N([C@H](C)CO)C[C@H]2C)cc1	-0.7	-3.1	-3	7	1	-4	14	1
CCCOc1ccc(/C=C/C(=O)N2CCN(C(=O)c3ccco3)CC2)cc1OC	0.1	2.4	.	4	1	-3	1	3
Cc1onc2c(=O)n(-c3ccccc3)nc(-c3ccccc3)c12	0.0	1.7	-3	-8	-11	-1	.	4
CCOc1ccc(S(=O)(=O)NCc2ccc3c(c2)OCO3)cc1	0.0	-9.7	-4	-35	0	-7	2	-2
C[C@H]1CN([C@@H](C)CO)C(=O)c2c(c3ccccc3n2C)-c2ccccc2CO[C@H]1CN(C)C(=O)Nc1ccc(F)cc1	-0.6	-4.0	.	.	6	.	-22	.
O=C(Cn1ccc2cc(S(=O)(=O)N3CCCC3)ccc21)NCc1ccccc1	-0.1	-1.0	4	-5	5	-2	9	-2
COc1ccc(OC)c(C(O)c2ncc(-c3ccccc3Cl)[nH]2)c1 (centres undefined)	0.1	1.0	.	-6	3	0	3	3
Cc1ccc(S(C)=O)cc1-n1c(=O)n(Cc2ccccc2)c(=O)c2[nH]cnc21 (centres undefined)	0.0	1.0	-5	14	9	-2	11	-3
CCOC(=O)c1c(NC(=O)C2=C(C)NC(=S)NC2c2ccc(F)cc2F)sc(C)c1C (centres undefined)	0.3	.	0	-27	.	2	.	-1
CC(CCc1ccccc1)NC(=O)C1CCC1 (centres undefined)	0.1	-1.2	-4	-10	4	.	-1	-28
COc1ccc(NC(=O)Nc2cccc3c2O[C@@H](CN(C)C(=O)Nc2ccc(C(F)(F)F)cc2)[C@@H](C)CN([C@@H](C)CO)C3=O)cc1	-1.1	-2.2	0	.	9	.	-17	-13
O=C(COc1ccccc1C(=O)O)Nc1cccc2ccccc12	0.1	1.2	1	-7	5	-5	12	1
C[C@H](CO)N1C[C@H](C)[C@@H](CN(C)S(=O)(=O)c2cccs2)Oc2ccc(NC(=O)Cc3cn(C)c4ccccc34)cc2C1=O	-0.3	-1.1	-16	-2	-4	0	-20	1
Cc1cccnc1NC(=O)c1ccc(OCC2CCCO2)cc1 (centres undefined)	-1.1	1.2	-22	7	26	0	.	12
CCO[C@@H]1OC(C(=O)O)=C[C@H](c2ccc(C(F)(F)F)cc2)[C@H]1CCCO	-0.1	1.6&-0.3	.	0&1	-1	-2&-1	-7	9
O=C(NCCc1c[nH]c2ccccc12)c1cncc(Br)c1	0.0	-1.4	2	-28	2	2	5	-3
COc1ccc(NC(=O)CSc2nc(-c3ccco3)nc3cc(=O)[nH]n23)cc1Cl	0.0	0.7	5	-12	0	3	39	3
CCCN1C(=O)/C(=C/c2nc3ccccc3c(=O)[nH]2)c2ccccc21	-0.1	.	-8	7	.	6	11	.
CCCC(=O)Nc1ccc2c(c1)OC[C@H](C)N(C(=O)c1ccccn1)C[C@H](C)[C@H](OC)CN(C)C2=O	0.0	-0.4	-22	2	-3	-4	16	-5
CS(=O)(=O)N1CCCCN2[C@@H](CO)[C@H](c3ccc(Br)cc3)[C@@H]2C1	0.3	0.8	.	-3	1	5	5	5
COCCCNC(=S)N(Cc1ccccc1)Cc1ccc(F)cc1	0.0	-1.6	1	-15	-1	4	-5	.
CCOc1ccc(-c2nc3c(s2)CCc2onc(-c4ccc(OC)cc4)c2-3)cc1	0.0	2.8	-5	.	2	.	29	8
CN(C)c1cccc(N(C)C)c1CNC(=O)C(C)(C)C	0.0	0.3	.	2	.	.	35	-3
Cc1ccc([C@@]2(OC(=O)c3ccccc3)C(=O)N(C(=O)OC(C)(C)C)c3ccccc32)cc1	-0.1	4.0	.	-5	.	-3	-7	.
COc1ccc2cc(CCNC(=O)C(C)(C)C)c(=O)[nH]c2c1	0.0	-0.7	-8	6	4	3	.	1
CCC1CCCCN1C(=O)COc1ccc(N(C)S(=O)(=O)c2ccc(C)cc2)cc1 (centres undefined)	0.1	4.2	.	-4	.	1	-19	-6

New compounds follow
SMILES	Xi reactivation	F508del corr	ARNT TACC3 PPI	RAD52 anneal inh	esBAF inh	ERAP1 HTS inh	INS-1E GSIS act	RAD54 branch
CCCCc1ccc(NC(=S)N2CCCC2)cc1	0.1	-0.4	-5	-11	16	-5	-21	-3
Cc1ccc2oc(=O)c(/C=C(\O)c3ccco3)nc2c1	0.1	-1.9	2	-75	.	-1	.	-5
NC(=O)c1ccc(NC(=O)CSc2cn(CC(=O)N3CCOCC3)c3ccccc23)cc1	0.0	0.9	-1	-12	-2	3	13	3
CCCOc1ccccc1C(=O)N(Cc1ccc(C)o1)C1CCS(=O)(=O)C1 (centres undefined)	0.2	-2.5	-6	-6	-6	2	4	0
NC(=O)c1ccccc1NC(=O)CCCCCn1nnc2ccccc2c1=O	0.3	-0.3	.	-6	-1	0	6	-4

A draw from above in order of molar mass, rising.
SMILES	Xi reactivation	F508del corr	ARNT TACC3 PPI	RAD52 anneal inh	esBAF inh	ERAP1 HTS inh	INS-1E GSIS act	RAD54 branch
CCCCc1ccc(NC(=S)N2CCCC2)cc1	0.1	-0.4	-5	-11	16	-5	-21	-3
Cc1ccc2oc(=O)c(/C=C(\O)c3ccco3)nc2c1	0.1	-1.9	2	-75	.	-1	.	-5
COc1ccc2cc(CCNC(=O)C(C)(C)C)c(=O)[nH]c2c1	0.0	-0.7	-8	6	4	3	.	1
Cc1ccc([C@@]2(OC(=O)c3ccccc3)C(=O)N(C(=O)OC(C)(C)C)c3ccccc32)cc1	-0.1	4.0	.	-5	.	-3	-7	.
NC(=O)c1ccc(NC(=O)CSc2cn(CC(=O)N3CCOCC3)c3ccccc23)cc1	0.0	0.9	-1	-12	-2	3	13	3

Bioassay records: PubChem, Broad Institute
